# HTRA1 inh = HTRA1 (human) protease inhibition. recombinant HTRA1, FP-rhodamine activity-based probe, fluorescence polarization. Q92743. inhibition, % at 5.96 µM. AID 504803. hit rate 0.5% among 340,000; in the data active = inhibition above about 36%;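 also: 0% = enzyme with DMSO and 100% = wells lacking enzyme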
# MBD2 DNA inh = inhibitors of human MBD2 binding to methylated oligonucleotide. TR-FRET. inhibition, % at 4.4 µM. hit rate 0.31% among 370,000; in the data active = inhibition above about 13%
# Target sequence (Q9UBB5 whole entry, looked up): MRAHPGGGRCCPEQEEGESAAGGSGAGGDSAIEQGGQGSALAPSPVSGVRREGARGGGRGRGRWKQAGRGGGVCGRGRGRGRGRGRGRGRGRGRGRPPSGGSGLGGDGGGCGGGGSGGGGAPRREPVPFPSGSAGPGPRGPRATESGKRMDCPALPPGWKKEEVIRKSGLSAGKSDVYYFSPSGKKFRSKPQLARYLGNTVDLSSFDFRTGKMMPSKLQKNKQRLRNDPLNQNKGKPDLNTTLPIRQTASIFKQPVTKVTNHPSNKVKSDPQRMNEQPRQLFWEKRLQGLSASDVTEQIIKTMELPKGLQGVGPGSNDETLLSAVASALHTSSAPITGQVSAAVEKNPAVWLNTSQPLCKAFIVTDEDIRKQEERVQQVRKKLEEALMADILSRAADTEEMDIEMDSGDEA
# rCAG binder = r(CAG) repeat RNA binding | inhibition, % at 3 µM | AID 651821 | hit rate 1.3% among 370,000 | TO-PRO-1 dye displacement fluorescence;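 active = inhibition above the plate cutoff, the mean of all test compounds on that plate plus 3 SD, cut at about 35% in these data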;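 also: 0% = DMSO alone and 100% = 100 µM mitoxantrone as full dye displacement; higher means more dye released from RNA so lower well fluorescence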
# PRMT1 FP inh = blocks human protein arginine methyltransferase 1 | Q99873 | recombinant PRMT1, activity-based probe fluorescence polarization | inhibition, % at 2.79 µM | hit rate 1.3% among 370,000 | AID 652257;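 active = inhibition above about 21% made by adding two undisclosed values, limit read from the data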
# Target sequence (Q99873 whole entry, looked up): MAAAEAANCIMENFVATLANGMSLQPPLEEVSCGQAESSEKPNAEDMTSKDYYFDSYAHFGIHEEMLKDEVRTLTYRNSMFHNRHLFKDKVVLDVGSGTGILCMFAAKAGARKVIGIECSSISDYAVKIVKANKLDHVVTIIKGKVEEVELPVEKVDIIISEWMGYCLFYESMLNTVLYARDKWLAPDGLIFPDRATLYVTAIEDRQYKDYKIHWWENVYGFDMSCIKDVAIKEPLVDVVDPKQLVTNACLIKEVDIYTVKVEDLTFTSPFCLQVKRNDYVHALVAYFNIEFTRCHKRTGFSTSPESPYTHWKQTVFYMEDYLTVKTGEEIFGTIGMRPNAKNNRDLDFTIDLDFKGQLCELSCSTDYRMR
# PG9 Ab binder = binds the HIV-1 gp120 antibody PG9 | inhibition, % at 6.7 µM | TR-FRET gp120-PG9 antibody binding | hit rate 0.43% among 360,000; in the data active = inhibition above about 8.5%
# TCR-CD3 inh = inhibitors of human TCR-CD3 interaction. TAMRA-labeled TCR probe fluorescence, biochemical. inhibition, % at 9.4 µM. hit rate 0.37% among 360,000. AID 651800; in the data active = inhibition above about 19%;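 also: recombinant mutant TCR 2C K166C tagged with TAMRA read by polarization; 0% = receptor in buffer alone and 100% = receptor with positive control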
# LEDGF integ inh = blocks HIV-1 LEDGF/p75-dependent DNA integration. TR-FRET IN-LEDGF/p75 DNA integration, Eu/Cy5. inhibition, % at 3.7 µM. hit rate 0.64% among 370,000. AID 743269;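 active = inhibition above the screen-wide mean plus 3 SD, cut at about 13% in these data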;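 also: signal is the Cy5 over europium emission ratio at 671 and 618 nm; 0% = plate median of compound wells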
# mABHD4 FP = inhibitors of mouse ABHD4 | purified mABHD4, FP-Rh probe fluorescence polarization | inhibition, % at 8.92 µM | hit rate 0.54% among 370,000;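 active = inhibition exceeding the mean over every tested compound plus 3 SD, cut at about 30% in these data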;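 also: 0% = plate median of compound wells and 100% = S159A mutant with DMSO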
#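 system = mouse ABHD4 enzyme, wild type | medium = HEPES pH 7.0, NaCl, Pluronic buffer | also added = FP-Rh probe | incubation = Enzyme–compound pre-incubation 45 min, then probe 60 min, both 25 °C | technique = fluorescence polarization, excitation 525 nm, emission 598 nm, BODIPY TMR filters | controls = S159A mutant high control, sample median low control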
# Rev-erbA mod = modulates human Rev-erb alpha binding to DNA. P20393. Rev-erbα–FITC-DNA binding, fluorescence polarization, 90 min. activity, % at 10 µM. hit rate 0.79% among 370,000;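 active = activity above about 14%, limit read from the data; passing the limit was not always enough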;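 also: 0% = DMSO wells with 35 nM protein and 100% = DMSO wells with 750 nM protein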
# UHRF1 binding = human UHRF1 methylated DNA binding inhibitors | Q96T88 | UHRF1 binding to methylated oligo, TR-FRET | inhibition, % at 4.4 µM | hit rate 0.75% among 370,000 | AID 687016; in the data active = inhibition above about 21%;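 also: UHRF1 SRA domain binding a hemimethylated CpG hairpin DNA probe; 0% = median of test compound wells and 100% = reference inhibitor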
# * hit, by the source's call; / = no result given. These rows are one share of the data; rates above refer to the full screens.
SMILES,HTRA1 inh,MBD2 DNA inh,rCAG binder,PRMT1 FP inh,PG9 Ab binder,TCR-CD3 inh,LEDGF integ inh,mABHD4 FP,Rev-erbA mod,UHRF1 binding
Cn1nc(-c2ccccc2)c(CO)c1Oc1ccc(F)cc1,-4,-3,-7,-4,1.2,10,-3,-4,1,1
CCCCOCCCNC(=O)C[C@@H]1C[C@]2(C(=O)OCC)CCC3=C2N(CCC3)C1=O,/,-5,-3,-2,/,/,4,0,-4,0
CCCS(=O)(=O)c1c(S(=O)(=O)CCC)c2c(C)cccn2c1C(N)=O,-2,0,4,2,1.6,8,-2,0,6,-2
CC1CCCCN1CCCNC(=O)c1ccc(N2CCCC2=O)cc1 (stereo not drawn),-7,-1,3,-4,0.2,-1,4,2,-3,1
CN1CCN(CC(=O)N2c3ccccc3Sc3ccccc32)CC1,4,-3,-4,1,-1.4,1,-2,10,-6,2
Cc1cc(NC(=O)/C=C/c2ccccc2)c(C(C)C)cc1O,4,-2,-2,4,-0.8,-6,1,-5,-5,7
NNC(=O)CN1C(=O)Nc2ccc(Br)cc2C1c1ccccc1 (stereo not drawn),-78,4,8,-2,0.9,7,-1,-5,-3,-1
COc1cccc(/C=C2\Oc3cc(OCC(=O)N4CCC[C@H]4C(=O)O)ccc3C2=O)c1,-12,-1,37*,7,-3.2,-4,2,-8,0,1
CN(C)c1ccc(NS(=O)(=O)c2cccc(Cl)c2)cc1,9,0,2,6,-1.0,6,0,12,-1,1
CCOCCCN(C)C1CCN(C(=O)c2oc3ccccc3c2NC(=O)c2ccc(F)cc2)CC1,4,2,-9,3,-1.3,4,-1,2,3,0
COc1ccc2cc(-c3ccon3)ccc2c1,0,3,3,-4,-2.3,-3,3,-4,4,0
CCOC(=O)Cn1c(-c2cccnc2Cl)nc2ccccc21,2,-3,-4,0,-1.1,12,-1,4,0,1
CC(C)c1ccc(N(CC(=O)NCCSCc2ccco2)S(C)(=O)=O)cc1,-1,0,-5,0,-0.8,7,0,1,1,1
CCOC(=O)C(C)Oc1ccc(NC(=O)C(Cl)(Cl)Cl)cc1 (stereo not drawn),-3,1,-3,-4,-62,3,-6,-1,0,-1
CCCC1CC(CCc2ccccc2)OS(=O)(=O)N1 (stereo not drawn),3,0,2,1,-0.2,-5,2,3,0,3
COc1cc(/C=N\NS(=O)(=O)c2ccccc2)cc(OC)c1OC,8,1,1,-3,0.2,3,0,1,11,0
COc1ccc(-c2c(C(=O)c3ccccc3)[nH]c(N)c2C(=O)c2ccccc2)cc1OC,/,1,5,4,0.3,-9,-2,10,-3,1
COc1ccc(NC(=O)CN2C(=O)c3ccccc3S2(=O)=O)cc1OC,5,-4,2,1,1.9,5,1,9,-5,-1
O=C(NC(=S)Nc1ccc(S(=O)(=O)Nc2nccs2)cc1)c1ccc(F)c(F)c1,-2,3,63*,-4,-1.9,7,2,-23,-1,3
CC(Sc1nnc(C2CC2)n1-c1ccccc1)C(=O)N1CCNC1=O (stereo not drawn),-2,2,-3,0,1.6,-7,0,2,-3,-3
O=C(CSc1nnc(CNC(=O)c2ccccc2)o1)c1ccc(Cl)cc1,1,-4,2,-4,-2.2,2,0,-8,0,-2
COC(=O)[C@@]1(C)[C@H]2C(=O)N(Cc3ccccc3)C(=O)[C@H]2[C@H]2CN=C(SCC3CC3)N21,7,-7,-2,3,-0.5,-4,3,6,-4,-2
COc1ccc(C(=O)N/C(=C\c2ccc(SC)cc2)C(=O)NCCCn2ccnc2)cc1OC,-1,0,1,2,-1.0,0,2,0,1,7
Cc1cccc2nc3ccccc3nc12,-9,-9,1,-4,-2.5,4,3,-3,1,1

# Part of the list above in order of SMILES length, ascending:
SMILES,HTRA1 inh,MBD2 DNA inh,rCAG binder,PRMT1 FP inh,PG9 Ab binder,TCR-CD3 inh,LEDGF integ inh,mABHD4 FP,Rev-erbA mod,UHRF1 binding
CCOC(=O)C(C)Oc1ccc(NC(=O)C(Cl)(Cl)Cl)cc1 (stereo not drawn),-3,1,-3,-4,-62,3,-6,-1,0,-1
O=C(CSc1nnc(CNC(=O)c2ccccc2)o1)c1ccc(Cl)cc1,1,-4,2,-4,-2.2,2,0,-8,0,-2
COc1ccc(NC(=O)CN2C(=O)c3ccccc3S2(=O)=O)cc1OC,5,-4,2,1,1.9,5,1,9,-5,-1
COc1ccc(C(=O)N/C(=C\c2ccc(SC)cc2)C(=O)NCCCn2ccnc2)cc1OC,-1,0,1,2,-1.0,0,2,0,1,7

# Next part
SMILES,HTRA1 inh,MBD2 DNA inh,rCAG binder,PRMT1 FP inh,PG9 Ab binder,TCR-CD3 inh,LEDGF integ inh,mABHD4 FP,Rev-erbA mod,UHRF1 binding
c1ccc(Nc2nc(N3CCCC3)nc(N3CCCC3)n2)cc1,-16,3,-4,3,1.6,-6,-3,-1,-1,3
C[C@@H](CO)NC(=O)c1[nH]cnc1C(=O)Nc1ccc(CNC(=O)OC(C)(C)C)cc1,-3,-5,-1,-3,-0.4,-6,1,-5,-1,-1
Cc1ccc2c(c1)nnn2C1CCN(S(=O)(=O)c2ccc(C(=O)N(C)C3CCCCC3)cc2)CC1,6,4,-3,-3,-1.4,-7,0,-5,-7,1
S=C(NC1CCCC1)N1CCOCC1,-2,2,-1,-3,-2.7,6,1,1,0,-1
O=C(CCNC(=O)c1ccc([N+](=O)[O-])cc1)Nc1cccc(S(=O)(=O)N2CCCCCC2)c1,-3,6,2,3,-0.7,-6,-3,7,-3,1
O=C(Nc1cccc([N+](=O)[O-])c1)c1ccc(N2CCCC2=O)cc1,-10,3,-1,-2,-0.4,2,-2,2,-4,-2
CC(=O)c1ccc(NC(=S)NC(=O)/C=C/c2ccccc2)cc1,-3,-2,-2,-1,-1.8,3,-3,0,-19,-1
Cc1ccc2nc(SCC(=O)N3CCN(c4ccccc4)CC3)nc(=O)n2c1,-1,-6,1,4,-1.7,2,-1,6,-2,-5
CC(C)(C)[C@H]1COC(=O)[C@@H](NC(=O)OCC2c3ccccc3-c3ccccc32)C/C=C\C[C@@H](CC(=O)N[C@@H](CO)Cc2ccccc2)C(=O)N1,-3,-8,-1,-1,0.1,6,3,-4,-2,-1
O=C1C(NS(=O)(=O)c2cccs2)=C(N2CCOCC2)C(=O)c2ccccc21,13,-12,2,0,-7.9,1,1,10,1,-13
CCn1c(O)c(C2=c3ccccc3=NC2=O)c2cc(Br)ccc21,/,-4,9,12,-1.7,2,-5,12,5,0
CCOc1ccccc1-c1cc(-c2n[nH]c(=S)n2CC)c2ccccc2n1,-13,-2,6,-1,-3.1,6,5,-9,5,1
Cc1ccc(C)c(NC(=O)c2c(Cl)nc3ccccn23)c1,-12,2,0,3,0.4,6,0,-8,1,-3
CC(C)(C)NS(=O)(=O)NC(=O)C1=C(N2CCCC2)COC1=O,3,2,3,1,0.4,-4,0,2,1,-1
COc1ccccc1NC(=O)CN1C(=O)CC(C)S(=O)(=O)c2ccccc21 (stereo not drawn),5,-2,1,3,1.2,-3,-4,6,5,2
Cc1ccc(NC(=O)c2ccc(Cl)c(S(=O)(=O)N3CCc4ccccc43)c2)nc1,-62,3,5,2,0.6,-9,-2,-22,5,1
CNc1nnc(-c2ccncc2)s1,3,-1,-1,-1,1.4,-5,-5,4,0,-1
CCC1=NNC(=O)C(CC(=O)Nc2ccccc2)c2cc(OC)c(OC)cc21 (stereo not drawn),7,2,-4,-2,-0.6,7,2,0,-1,0
CN(C)S(=O)(=O)N1CCCC(C(=O)c2ccc(-c3ccccc3)c(F)c2)C1 (stereo not drawn),-14,0,-3,-5,0.7,-7,5,-21,5,3
CCCC(=O)NC(C)c1nc(-c2ccc(C)cc2)no1 (stereo not drawn),3,-5,-2,-2,-0.4,3,-1,-6,4,-1
COC(=O)c1cccc(NS(=O)(=O)c2ccc(OC)cc2)c1C,1,4,-3,0,-0.3,-6,0,-1,-3,1
CC(C)COC(=O)n1c(SCC(N)=O)nc2ccccc21,-3,-9,-3,-2,0.5,5,-6,-3,7,-4
Cc1noc(C)c1C(=O)OCC(=O)Nc1cccc(S(=O)(=O)N(C)C)c1,1,2,3,-2,-1.1,3,6,-3,2,-3
CCOC(=O)N1CCN(C(=O)C(NC(=O)C2CCC(C)CC2)C(C)C)CC1 (stereo not drawn),2,-1,-10,2,-0.9,2,-2,-2,-5,-1
CC(=O)c1ccc([C@H]2C[C@@]34CN(C(=O)OC(C)(C)C)S(=O)(=O)[C@H]3C[C@H]2O4)cc1,-3,-7,-2,0,-0.3,8,-1,6,-2,-2
Cc1cc(C)n(-c2nc(Nc3ccccc3C(F)(F)F)nc(-n3nc(C)cc3C)n2)n1,-22,-6,-2,1,-1.9,7,2,12,0,-2
Cc1occc1-c1nnc(SCC(=O)N[C@@H]2CCc3ccccc32)n1-c1ccccc1,/,-3,4,-8,/,/,5,6,-1,-4
CCOC(=O)c1ccccc1NC(=O)C1CCCO1 (stereo not drawn),2,4,-3,-3,-1.9,5,0,3,7,0
Cc1nc(-c2nnc(-c3ccccc3)o2)c(C(F)(F)F)o1,15,4,0,1,0.1,-6,-5,1,4,2
Cn1cc(S(=O)(=O)N2CCCC2)cc1C(=O)N1CCN(c2ccccc2)CC1,0,-4,3,-6,-1.0,-4,5,-2,-1,1
COc1ccc(N(CC(=O)N2CCc3ccccc3C2)S(=O)(=O)c2ccccc2)cc1,-14,0,-6,2,-0.5,1,-2,-1,4,-1
Cc1nc2ccccn2c1/C(O)=C1\C(=O)C(=O)N(CCN(C)C)C1c1cccnc1 (stereo not drawn),-2,-6,2,0,0.1,1,0,3,2,4
CCOc1ccc(CCNC(=O)c2ccc(C)c(N3CCCC3=O)c2)cc1OCC,15,-4,-6,3,2.1,8,-2,-2,-4,-3
O=C(Cn1cccc1C(=O)c1ccccc1)NCc1cccs1,2,3,0,1,0.0,1,0,4,7,2
CC(C)N1CCC(N2CCN(Cc3cccnc3)CC2CCO)CC1 (stereo not drawn),3,-2,0,0,0.8,0,1,3,2,3
CC(C#N)Sc1ncnc2sc(-c3ccccc3)cc12 (stereo not drawn),-43,-2,4,-3,-3.9,3,-2,-1,4,-3
CC1=C(C#N)CCC(=O)N1Cc1ccc(C)cc1,0,-4,-6,-4,1.9,10,0,-1,-1,0
O=C(NCC(Cl)c1ccc2ccccc2c1)c1c(F)cccc1F (stereo not drawn),-10,-5,5,2,-0.2,2,1,2,0,0
Cc1nn(-c2ccccc2)c(C)c1NC(=O)COC(=O)Cc1cccc(C(F)(F)F)c1,-1,3,-11,4,1.4,-5,-2,-2,-4,3
COC(C[C@@H](O)C[C@H](O)[C@@H](C)OCc1ccccc1)OC,3,5,-4,-2,-0.7,-1,3,5,0,-2
COc1ccc(S(=O)(=O)N2CC3CCCN3c3cc(C(F)(F)F)ccc32)cc1 (stereo not drawn),-16,2,5,1,2.1,-1,-6,-2,5,1
O=C(c1ccc([N+](=O)[O-])cc1Cl)N1CCN(Cc2ccccc2)CC1,5,-2,-1,1,-0.4,0,1,-3,3,2
O=[N+]([O-])c1ccc(/C=N/N=C/c2ccc([N+](=O)[O-])o2)o1,16,-7,1,-2,0.1,-5,6,0,6,-3
CC(=O)c1sc(NC(=O)COc2ccc(C(C)C)c(C)c2)nc1C,-1,3,4,-1,3.3,3,4,-7,15,6
CCn1c(SCCOc2ccc(OC)cc2)nnc1C(CO)NC(=O)c1ccc(OC)cc1 (stereo not drawn),1,-4,-9,-1,0.7,-1,0,-12,-2,0
Cc1ccc(C)c(NS(=O)(=O)c2c(C)ccc3nsnc23)c1,-5,-1,0,-1,-4.0,-1,1,-1,1,0
